# High-throughput results: PubChem BioAssay, several laboratories
# STK33 kinase inh = inhibitors of purified STK33 kinase, primary screen, biochemical, ADP-Glo luminescence, homogeneous, cell-free; 0.073% of 320,000 active; Serine/threonine-protein kinase 33 (Homo sapiens), Q9BYT3; AID 2661, 2010; inhibition, % at 10 µM; MBP phosphorylation;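 active = inhibition at or above 25%, using the most active replicate where run in duplicate; inactive = inhibition below 25%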
# Target sequence (Q9BYT3 whole entry, looked up): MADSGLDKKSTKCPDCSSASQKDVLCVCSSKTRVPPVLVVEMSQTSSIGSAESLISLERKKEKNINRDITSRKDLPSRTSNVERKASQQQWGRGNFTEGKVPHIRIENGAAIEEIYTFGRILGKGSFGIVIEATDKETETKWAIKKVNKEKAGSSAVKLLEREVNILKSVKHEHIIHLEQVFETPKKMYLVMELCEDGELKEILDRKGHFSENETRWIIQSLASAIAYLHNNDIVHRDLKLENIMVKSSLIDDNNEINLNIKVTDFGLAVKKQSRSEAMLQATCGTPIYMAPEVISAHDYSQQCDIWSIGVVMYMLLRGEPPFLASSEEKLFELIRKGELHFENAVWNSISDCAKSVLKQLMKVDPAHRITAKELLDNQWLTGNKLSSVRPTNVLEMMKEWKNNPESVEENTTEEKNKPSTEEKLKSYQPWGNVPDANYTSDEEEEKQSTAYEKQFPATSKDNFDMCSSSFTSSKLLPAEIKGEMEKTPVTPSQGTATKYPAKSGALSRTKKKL
# KCNQ2 inh = KCNQ2 potassium channel inhibitors, primary screen, cell-based, CHO-K1, FluxOR thallium flux, B-score (AID 2156). B-score at 10 µM. Potassium voltage-gated channel subfamily KQT member 2 (Rattus norvegicus), O88943. 1.1% of 310,000 active. 20 min; active compounds read low;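 active = fluorescence ratio B-score at most minus 3 library SDs, with starting brightness B-score within 2 library SDs, cut at about -5.5 in these data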
# OX1R FRET antag = antagonists of human orexin 1 receptor (OX1R) | AID 485270, 2010 | OX1R-expressing cells, FRET antagonist read-out | Orexin/Hypocretin receptor type 1 (Homo sapiens), O43613 | inhibition, % at 6.6 µM | 1.8% of 330,000 active; in the data active = inhibition mostly above about 38%, no sharp cut-off; inactive = mostly below about 40%;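 note: 0% = agonist challenge alone and 100% = reference antagonist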
# Target sequence (O43613 whole entry, looked up): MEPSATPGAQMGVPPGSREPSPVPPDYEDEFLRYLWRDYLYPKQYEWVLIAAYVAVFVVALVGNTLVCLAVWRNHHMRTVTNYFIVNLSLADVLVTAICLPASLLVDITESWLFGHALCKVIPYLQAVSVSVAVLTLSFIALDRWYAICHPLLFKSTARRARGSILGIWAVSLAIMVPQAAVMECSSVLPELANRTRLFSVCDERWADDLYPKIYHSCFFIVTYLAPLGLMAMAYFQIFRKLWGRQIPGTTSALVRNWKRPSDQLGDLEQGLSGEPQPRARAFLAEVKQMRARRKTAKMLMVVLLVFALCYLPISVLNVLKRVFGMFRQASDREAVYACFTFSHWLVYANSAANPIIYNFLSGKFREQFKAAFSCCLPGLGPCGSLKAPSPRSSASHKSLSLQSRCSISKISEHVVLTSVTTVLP
# * = called active by the depositor; i = inactive; x = not tested or not shown.
SMILES,STK33 kinase inh,KCNQ2 inh,OX1R FRET antag
CC(OC(=O)c1ccc(NS(=O)(=O)c2ccc3[nH]c(=O)[nH]c3c2)cc1)C(N)=O (stereo not given),-0.4,i,10.4
CC(C)(C)c1ccc(C(=O)NCc2nnc(SCC(=O)N3CCCc4ccccc43)n2-c2ccccc2)cc1,1.7,i,7.2
C=CCOC(=O)COc1ccc2c(C)c(CC)c(=O)oc2c1,0.4,i,7.8
Clc1ccc(C[n+]2cc(-c3ccccc3)n3c2CCC3)cc1,-0.9,i,2.4
CCCCNS(=O)(=O)c1ccc2nc(-c3cccnc3)cc(C(=O)NCCCOC)c2c1,0.1,i,4.1
Cc1cccc2cc(CN(C(=S)NCC(C)C)C3CCCC3)c(=O)[nH]c12,-0.4,i,19.5
Cc1ccc(SC(=O)c2c(C)noc2-c2cc(C)on2)cc1,0.2,i,4.1
COc1ccc2c(c1)CCc1cn[nH]c1-2,-0.3,i,-5.3
Cc1ccnc(NC(=O)c2ccoc2C)c1,0.6,i,13.9
CCC1=NN(C(=O)Cc2ccc([N+](=O)[O-])cc2)C(O)(c2ccc(Br)cc2)C1 (stereo not given),0.1,i,22.6
O=C(NCCCN1CCN(c2ccc(F)cc2)CC1)Nc1ccc([N+](=O)[O-])cc1,-1.6,i,7.3
Cc1cccc(Cn2ccc(-c3ccc(Cl)cc3)c(C#N)c2=O)c1,-2.2,i,2.0
COCCn1nnnc1C(c1cc2cc(C)ccc2[nH]c1=O)N1CCCCCC1 (stereo not given),0.3,i,12.4
CCOc1cccc(/C=N/NC(=O)c2ccc3c(c2)OCCO3)c1O,1.3,i,35.8
COc1ccc(N2C(=O)C3CCCN3C2c2ccc(Cl)cc2)cc1 (stereo not given),-1.7,i,10.3
O=C(CSCc1ccc(Cl)cc1Cl)Nc1ccccc1C(=O)Nc1ccc(C(=O)O)cc1,-2.1,i,10.2
NS(=O)(=O)c1ccc(NC(=O)CN2CCCN(S(=O)(=O)c3ccc(F)cc3)CC2)cc1,-1.0,i,10.8
Nc1nnn(CC(=O)N/N=C/c2cccc3ccccc23)n1,-0.1,i,1.5
O=C(C1CCC(=O)N(C2CC2)C1)N1CCN(c2ccc(Cl)cc2)CC1 (stereo not given),1.2,i,28.1
COc1cccc(C(=O)Nc2cc3c4c(c2)CC(=O)N4CCC3)c1,-0.8,i,9.1
NC(=O)C1(N2CCCCC2)CCN(C(=O)NC23CC4CC(CC(C4)C2)C3)CC1,0.2,i,9.0
COc1ccc(OC)c(NC(=S)N2CCc3ccccc3C2)c1,0.4,i,10.6
CC(C)c1onc(C(=O)NCc2ccc(Cl)cc2)c1[N+](=O)[O-],-2.4,i,2.2
COc1ccc(-c2cc(C(=O)NCCCn3ccnc3)c3ccccc3n2)c(OC)c1,-2.2,i,32.1
N#Cc1c(-c2cccc(Br)c2)cc(-c2ccco2)[nH]c1=O,-0.5,i,25.6
CSCCC(NC(=O)c1ccccc1)C(=O)NC1CC1 (stereo not given),0.2,i,3.5
COc1ccc(C(=O)COC(=O)CCCN=C2NS(=O)(=O)c3ccccc32)c(OC)c1,x,i,24.6
O=C(COC(=O)c1cccnc1Cl)c1ccc(OC(F)F)cc1,-1.0,i,28.8
CS(=O)(=O)N1CCc2cc(C(=O)NC3CC3)ccc21,-0.9,i,7.8
COc1cccc(C(=O)NCC(=O)N2CCC(C)CC2)c1,0.0,i,18.4
Cc1ccc(C(=O)N/N=C\c2ccccn2)cn1,0.3,i,3.6
CCn1c(=O)c2ccccc2n(Cc2ccccc2C)c1=O,-1.7,i,6.8
COC(=O)c1ccccc1NC(=O)C1CCCO1 (stereo not given),-1.1,i,0.6
CC(=O)c1c(C)nc(-c2cccc([N+](=O)[O-])c2)n1O,0.2,i,9.3
C/C(=N\O)c1ccc2c3c([nH]c2c1)CCCC3,0.5,i,9.0
COc1ccc(CCNC(=O)[C@H](C)NC(=O)N2CCn3c2nc2ccccc23)cc1OC,1.8,i,24.0
COc1ccc(-c2cc(C(=O)OC3CCOC3=O)c3ccccc3n2)cc1 (stereo not given),0.3,i,53.0*
CCNC(=S)NNC(=O)CCn1cc(C)cn1,0.0,i,14.6
Cc1ccc(Cl)cc1N1CCN(Cc2cc3c(cc2O)CCC3)CC1,-2.7,-5.97*,19.2
COC(=O)c1cc2occc2n1Cc1nc(-c2ccccc2Cl)oc1C,-1.7,i,13.1
CCOc1cc(/C=C2/C(=N)N3C=CSC3=NC2=O)ccc1OCCCOc1ccccc1C,-0.6,i,17.4
O=C(N/N=C/c1ccc([N+](=O)[O-])s1)C(O)c1ccccc1 (stereo not given),x,i,56.1*
N#CC1=C(SCc2ccccc2)NC(=O)CC1c1ccccc1 (stereo not given),-0.4,i,33.4
CN(C)c1ccc(/C=N/NC(=O)C(=O)N2CCCCCC2)cc1,-0.7,i,21.3
C=CCn1c(=S)[nH]c2cc(C(=O)N3CCN(c4ccccc4OC)CC3)ccc2c1=O,0.4,x,0.7
CCN1CCN(C(=O)C(=O)c2cn(CC(=O)N3CCCC3)c3ccccc23)CC1,-1.1,i,8.5
CCOc1ccccc1OCCC(=O)Nc1ccc(F)c(Cl)c1,-2.1,i,23.5
C#Cc1ccc([C@@H]2C=C(C(=O)N3CCOCC3)O[C@H](OCCCCO)C2)cc1,-1.6,i,15.0
CCOC(=O)c1oc2c(C)c(O)ccc2c(=O)c1-c1nncn1-c1ccccc1,-1.1,i,21.3
COc1ccc(CCNC(=O)CSc2nnc(CNC(=O)c3ccco3)o2)cc1OC,1.4,i,11.9
CCC(C)Sc1ccc([C@@H]2[C@@H]3C(=O)N(C)C(=O)[C@@H]3[C@]3(C(=O)OC)CCCCN23)cc1 (stereo not given in full),-2.3,i,15.7
O=C(Nc1ccc(Cl)c(Cl)c1)OCc1cncs1,-1.8,i,27.8
CCN(CC)c1ccc(/C=N/Nc2nn[nH]n2)cc1,0.3,i,14.2
Cn1cc(C(=O)N/N=C/C2=C(N3CCOCC3)C(=C\c3ccccc3)/CC2)ccc1=O,-0.9,i,12.4
O=C(CCn1cncn1)N1CCN(S(=O)(=O)c2ccc(Cl)cc2)CC1,1.0,i,6.7
CCN(CC)c1ccc(S(=O)(=O)N(CC)CC)cc1NC(=O)C1CCCC1,-1.6,i,14.6
CN(Cc1ccc(F)cc1)C(=O)CNC(=O)C1CCCCC1,-1.1,i,37.1
CCn1c(COc2cccc(C)c2C)nnc1SCC(=O)Nc1cc(C)on1,-1.3,i,5.1
Cc1cc(C)cc(NC(=O)C2CCN(S(C)(=O)=O)CC2)c1,-0.4,i,19.6
COc1ccccc1NC(=O)c1ccccc1NC(=O)c1cccs1,-1.0,i,21.5
# (further entries)
SMILES,STK33 kinase inh,KCNQ2 inh,OX1R FRET antag
CC(Nc1nc(N2CCCCC2)nc2ccccc12)c1ccccc1 (stereo not given),-1.1,i,3.1
COCCCNC(=O)c1nc2c(nnn2Cc2cc(C)ccc2C)c(=O)[nH]1,-0.7,i,22.1
COC(=O)c1ccccc1NC(=O)CN1CCN(C23CC4CC(CC(C4)C2)C3)CC1,-1.6,i,5.3
O=C(CNCCC1=CCCCC1)Nc1ccc(N2CCCCCC2)cc1,-0.8,i,4.5
CCOC(=O)N1CCC2(CC1)NCCc1c2[nH]c2ccccc12,-0.4,i,11.2
O=C(Nc1ccccc1)N1CCC(C(=O)N2CCN(c3ccccc3F)CC2)CC1,-1.4,i,12.1
CC/C(=N\NC(=O)c1ccoc1C)c1ccc(C)o1,0.5,i,9.7
O=C(CN1C(=O)/C(=C/c2cccc(Cl)c2)SC1=S)NC1C=CS(=O)(=O)C1 (stereo not given),-1.5,i,12.5
Cc1ccc(-n2c(=S)sc3c(=O)n(-c4ccccc4F)c(SCC(=O)O)nc32)cc1C,-5.1,i,5.1
CC(C)c1nc(N2CCOCC2)c(C#N)c2c1CCCC2,0.8,i,11.9
CSc1ccccc1C(=O)NCc1ccc(F)cc1,-0.7,i,3.2
COc1cc(OC)c(NC(C)C(=O)N2CCCC2)cc1Cl (stereo not given),2.8,i,8.0
CCCCOc1ccccc1C1NC(=O)NC(C)=C1C(=O)OCc1ccco1 (stereo not given),-1.7,i,30.4
CCOc1ccc(S(=O)(=O)N2CCN(Cc3ccccc3)CC2)cc1,-1.5,i,2.0
CN1C(=O)C(O)(CC(=O)c2ccc3c(c2)OCO3)c2ccccc21 (stereo not given),-1.9,i,7.3
Cc1cc(C)cc(NC(=O)Nc2ccc3ccccc3n2)c1,-0.1,i,3.6
COc1ccc(C(=O)NCCCNC(=O)c2ccccn2)cc1Br,-2.3,i,12.5
CC(C)(NO)/C(=N/O)c1ccc(Br)cc1,-0.1,i,23.3
O=C(NC(=S)N(Cc1ccccc1)Cc1ccccc1)c1ccccc1F,-2.2,i,25.3
O=C(NCCCN1CCOCC1)c1cc2ccccc2oc1=O,-2.1,i,33.9
COc1cc2c(cc1OC)C(c1ccccc1)N(C(=O)c1ccco1)CC2 (stereo not given),-0.4,i,33.0*
O=C(NCCCc1ccccc1)c1ccc([N+](=O)[O-])cc1Cl,-3.4,i,13.6
O=C(NC1CCCCCC1)C1C2C=CC3(CN(Cc4cccnc4)C(=O)C13)O2 (stereo not given),0.7,i,8.4
O=C(c1ccc2ccccc2n1)N1CCN(S(=O)(=O)c2ccccc2)CC1,-1.7,x,-1.9
CCOC(=O)N1CCN(C(=O)C2CCN(Cc3ccc(OC)cc3OC)CC2)CC1,-0.3,i,18.6
CCCNS(=O)(=O)c1ccc(CCC(=O)N2CCN(c3ccc(F)cc3)CC2)cc1,-0.3,i,16.4
COc1ccc(NC(=O)c2ccccc2SC)cc1OC,-0.9,i,3.5
COc1ccc(CC(=O)OCC(=O)NCCNC(=O)COC(=O)Cc2ccc(OC)cc2)cc1,-2.6,i,19.3
CCCCn1c(N)c(N(CC(C)C)C(=O)c2cccc(S(=O)(=O)N(C)c3ccccc3)c2)c(=O)[nH]c1=O,1.0,i,27.8
Cc1[nH]n(-c2ccc(Cl)cc2)c(=O)c1C(=O)c1ccccc1,-0.2,i,5.8
COc1cccc(S(=O)(=O)Nc2ccc3c(c2)OCCO3)c1,-3.2,i,x
Cc1cccc(N2CCN(c3ccc4cc(S(=O)(=O)N5CCCCC5)ccc4n3)CC2)c1C,-2.3,i,10.4
CN(CC(=O)Nc1ccccc1Cl)C(=O)CCSc1ccc(F)cc1,-3.5,i,17.2
O=C(COc1ccccc1Cl)Nc1ccc2oc(=O)ccc2c1,-0.5,i,10.7
COc1cc(N=Nc2ccccc2C(=O)O)ccc1O,0.2,i,8.2
COc1ccc(C(CC(=O)N2CCCC2)c2c(OC)cc(OC)c3ccc(=O)oc23)cc1 (stereo not given),-1.5,i,18.4
Cc1cc(=O)[nH]c(SCC(=O)NC2CCCCC2)n1,0.0,i,34.1
CCCCN(Cc1ccco1)S(=O)(=O)c1csc(C(N)=O)c1,1.2,i,15.6
O=C(OCC(=O)N1CCCc2ccccc21)c1cc(S(=O)(=O)N2CCOCC2)ccc1Cl,-2.8,i,30.6
COc1cccc(C(=O)C2CCCN(C(=O)CCc3scnc3C)C2)c1 (stereo not given),-0.3,i,14.8
COc1cccc(/C=N/n2c(C)nc3ccccc3c2=O)c1O,-0.5,i,1.4
CCOC(=O)C1CCN(C(=O)c2sc3nc(-c4ccccc4)cn3c2C)CC1,-0.9,i,9.9
Cc1cc(=O)oc2cc(OCC3CC(c4ccccc4Cl)=NO3)ccc12 (stereo not given),-2.0,i,13.6
O=C(CNC(=O)N1CC(=O)Nc2ccccc21)Nc1ccccc1,-1.1,i,9.1
C/C(=N\NC(=O)C1CC1c1ccccc1)c1cccs1 (stereo not given),-0.3,i,25.6
O=C(OC1CCOC1=O)c1ccc(S(=O)(=O)N2CCCCCC2)cc1 (stereo not given),-1.0,i,5.2
O=C(CCC1CCCN(C(=O)c2cc3ccccc3o2)C1)NCc1ccc(F)c(F)c1 (stereo not given),0.9,i,18.4
CCN(CC(=O)NCC(=O)Nc1cccc(C)c1C)Cc1ccccc1,-1.6,i,21.8
CCCN(CC(=O)Nc1ccccc1OC)C(=O)c1ccc(COc2ccccc2)o1,0.4,x,6.4
Cc1cc2oc(C(=O)Nc3nonc3C)c(C)c2cc1Cl,-3.1,i,28.6
CC(=O)/C(=N\Nc1ccc(Cl)cc1Cl)Sc1cccc2cccnc12,-1.3,i,-4.5

# Structures from the list above that contain a furan ring, fused or not:
SMILES,STK33 kinase inh,KCNQ2 inh,OX1R FRET antag
Cc1ccnc(NC(=O)c2ccoc2C)c1,0.6,i,13.9
N#Cc1c(-c2cccc(Br)c2)cc(-c2ccco2)[nH]c1=O,-0.5,i,25.6
COC(=O)c1cc2occc2n1Cc1nc(-c2ccccc2Cl)oc1C,-1.7,i,13.1
COc1ccc(CCNC(=O)CSc2nnc(CNC(=O)c3ccco3)o2)cc1OC,1.4,i,11.9
CC/C(=N\NC(=O)c1ccoc1C)c1ccc(C)o1,0.5,i,9.7
CCCCOc1ccccc1C1NC(=O)NC(C)=C1C(=O)OCc1ccco1 (stereo not given),-1.7,i,30.4
COc1cc2c(cc1OC)C(c1ccccc1)N(C(=O)c1ccco1)CC2 (stereo not given),-0.4,i,33.0*
CCCCN(Cc1ccco1)S(=O)(=O)c1csc(C(N)=O)c1,1.2,i,15.6
O=C(CCC1CCCN(C(=O)c2cc3ccccc3o2)C1)NCc1ccc(F)c(F)c1 (stereo not given),0.9,i,18.4
CCCN(CC(=O)Nc1ccccc1OC)C(=O)c1ccc(COc2ccccc2)o1,0.4,x,6.4
Cc1cc2oc(C(=O)Nc3nonc3C)c(C)c2cc1Cl,-3.1,i,28.6
